PREPL inhibitor – inhibitors of human prolyl oligopeptidase-like enzyme PREPL; 320,000 tested, 0.68% active; recombinant PREPL, fluorescence polarization activity-based probe; Q4J6C6; inhibition, % at 5.96 µM; in the data active = inhibition above about 43%;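 also: 0% = enzyme with DMSO and 100% = wells lacking enzyme; many of its hits are not listed in these tables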
PAFAH1B3 inh – PAFAH1B3 (human) inhibition | Q15102 | recombinant PAFAH1B3, FP-rhodamine probe, fluorescence polarization | inhibition, % at 3.39 µM | 340,000 tested, 0.28% active | AID 492972;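 active = inhibition above the screen-wide average of all tested compounds plus 3 SD, cut at about 25% in these data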;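 also: 0% = enzyme with DMSO only and 100% = wells lacking PAFAH1B3 protein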
ZTA counter – ZTA (EBV) inhibition in EBNA-1 counter-screen | P03206 | 320,000 tested, 0.15% active | ZTA-DNA binding, fluorescence polarization | inhibition, % at 11 µM | AID 2234; in the data active = inhibition above about 33%
PAFAH1B2 inh – PAFAH1B2 (human) inhibition; inhibition, % at 3.39 µM; 340,000 tested, 1.2% active; recombinant PAFAH1B2, FP-rhodamine activity probe, fluorescence polarization;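 active = inhibition above the mean of all tested compounds plus 3 SD, cut at about 24% in these data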;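 also: 0% = enzyme with DMSO and 100% = wells lacking PAFAH1B2; many of its hits are not listed in these tables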
Target sequence (P68402 whole entry, looked up): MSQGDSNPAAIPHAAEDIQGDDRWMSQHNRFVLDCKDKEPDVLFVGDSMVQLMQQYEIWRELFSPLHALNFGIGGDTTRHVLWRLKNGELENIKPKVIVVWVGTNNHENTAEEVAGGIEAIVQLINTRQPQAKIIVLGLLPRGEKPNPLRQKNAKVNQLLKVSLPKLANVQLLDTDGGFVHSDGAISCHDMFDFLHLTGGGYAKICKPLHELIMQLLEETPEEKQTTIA
EBNA-1 inhibitor – blocks EBNA-1 binding to DNA; EBNA-1 DNA binding, fluorescence polarization; 300,000 tested, 0.34% active; inhibition, % at 14.8 µM; in the data active = inhibition above about 28%
pPAFAH FP inh – inhibitors of human plasma PAF acetylhydrolase (pPAFAH) | recombinant pPAFAH, FP-rhodamine probe fluorescence polarization | 330,000 tested, 1.5% active | Q13093 | inhibition, % at 3.39 µM;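 active = inhibition above the mean inhibition across the screen plus 3 SD, cut at about 25% in these data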;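 also: inhibitors block binding of the rhodamine activity-based probe so polarization drops; 0% = enzyme with DMSO and 100% = wells lacking pPAFAH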
Target sequence (Q13093 whole entry, looked up): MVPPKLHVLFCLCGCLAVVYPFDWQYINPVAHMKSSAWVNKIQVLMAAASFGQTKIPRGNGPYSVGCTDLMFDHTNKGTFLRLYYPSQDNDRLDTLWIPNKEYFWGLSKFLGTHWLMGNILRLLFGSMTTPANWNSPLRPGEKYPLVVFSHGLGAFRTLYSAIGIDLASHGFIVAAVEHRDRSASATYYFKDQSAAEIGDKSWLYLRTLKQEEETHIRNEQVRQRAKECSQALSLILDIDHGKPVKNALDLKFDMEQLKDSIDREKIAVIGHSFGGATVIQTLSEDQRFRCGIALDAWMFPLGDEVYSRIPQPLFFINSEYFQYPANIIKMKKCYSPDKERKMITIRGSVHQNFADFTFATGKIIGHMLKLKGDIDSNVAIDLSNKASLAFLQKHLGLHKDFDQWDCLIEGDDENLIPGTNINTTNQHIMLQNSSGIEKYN
LYPLA1 inh – blocks human lysophospholipase 1, a PME1 counter-screen; 320,000 tested, 0.16% active; inhibition, % at 5.9 µM; recombinant LYPLA1, FP-Rh probe fluorescence polarization;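 active = inhibition above the mean of all tested compounds plus 3 SD, set per campaign, cut at about 14% in these data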;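 also: inhibitors block serine hydrolase probe labeling of LYPLA1 so polarization falls; 0% = enzyme with DMSO and 100% = wells lacking LYPLA1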
Target sequence (O75608 whole entry, looked up): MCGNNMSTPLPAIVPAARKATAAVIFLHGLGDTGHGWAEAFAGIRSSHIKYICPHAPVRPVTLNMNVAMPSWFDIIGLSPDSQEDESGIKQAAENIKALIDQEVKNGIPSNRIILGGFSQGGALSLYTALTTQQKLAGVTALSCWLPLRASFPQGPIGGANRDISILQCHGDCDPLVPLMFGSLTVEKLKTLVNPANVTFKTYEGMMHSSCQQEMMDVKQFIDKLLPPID
PAFAH2 inh – inhibitors of human PAFAH2; Q99487; recombinant PAFAH2, FP-rhodamine activity probe, fluorescence polarization; inhibition, % at 3.39 µM; 340,000 tested, 0.99% active;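 active = inhibition above the mean over all tested compounds plus 3 SD, cut at about 30% in these data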;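 also: inhibitors block probe labeling of enzyme so polarization drops; 0% = enzyme with DMSO and 100% = wells lacking PAFAH2 protein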
LYPLA2 inh – counter-screen for PME1 inhibitors: inhibitors of human LYPLA2; O95372; recombinant LYPLA2, FP-Rh probe fluorescence polarization; inhibition, % at 5.9 µM; 320,000 tested, 0.38% active;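 active = inhibition above the screen-wide mean plus 3 SD, limit set per campaign, cut at about 26% in these data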;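 also: 0% = LYPLA2 with DMSO and 100% = wells lacking LYPLA2 enzyme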
Starred values were filed as active, the others as inactive; x = not tested or not shown. Not all compounds are listed; count on the stated rates, not on these rows.

SMILES	PREPL inhibitor	PAFAH1B3 inh	ZTA counter	PAFAH1B2 inh	EBNA-1 inhibitor	pPAFAH FP inh	LYPLA1 inh	PAFAH2 inh	LYPLA2 inh
COc1ccc(NC(=O)Nc2ccccc2SC)c(OC)c1	14	-10	-27	-3	-8	2	1	-4	1
Cc1ccc(N2CC(NC(=O)N3CCN(C(=O)c4ccco4)CC3)CC2=O)cc1 (configuration not stated)	6	0	-9	-1	0	-1	0	0	-4
O=c1oc2ccccc2c(NC2CCCCC2)c1NS(=O)(=O)c1ccc(Cl)cc1	7	3	-12	6	-7	6	1	6	12
CS(=O)(=O)c1ccc(NC(=O)c2ccc3c(c2)S(=O)(=O)N=C2CCCCCN23)cc1	2	7	8	2	5	5	-1	6	-2
CC1CCN(Cc2cnc(Cl)s2)CC1	12	4	5	2	-3	-3	1	-12	-11
Cc1ccc(C(=O)CSc2ncnc3ccccc23)o1	-4	3	3	-3	13	4	0	-5	1
Cc1ccc2nc(NC(=O)C3=NN(c4ccccc4)C(=O)CC3)sc2c1	8	9	-1	3	-8	9	-5	4	0
COc1cccc(NC(=O)C2CC2(c2cccc(OC)c2)c2cccc(OC)c2)c1 (configuration not stated)	7	-1	-4	-2	-12	-6	-14	-4	-14
C=C(C)COc1ccc2c(C)c(CC(=O)OC)c(=O)oc2c1C	-1	-2	-22	6	-2	8	0	9	7
Cc1cccc(C)c1NC(=O)Cn1c(CN2CCCCC2)nc2ccccc2c1=O	12	4	0	4	-9	-6	-1	-4	-12
O=C(CN1CCN(S(=O)(=O)c2ccccc2)CC1)Nc1ccccc1C(=O)c1ccccc1	16	3	6	17	4	4	4	-2	4
Cc1ccc(/C([O-])=C(/C(=S)Nc2ccc(SC(F)F)cc2)[n+]2ccccc2)cc1[N+](=O)[O-]	8	10	-4	1	-15	6	0	-1	0
CC(NC(=O)c1cccc(N(C)C)c1)c1ccc(-n2ccnc2)cc1 (configuration not stated)	8	7	3	0	-6	-1	-4	-2	3
COc1cc(/C=N/Nc2nc(Nc3ccccc3)nc(-n3nc(C)cc3C)n2)cc(OC)c1OC	12	0	-11	4	10	20	-10	-9	-8
CN(c1ccccc1C(=O)NC1CC2CCC1C2)S(=O)(=O)c1ccccc1 (configuration not stated)	3	0	-13	2	5	-3	-3	1	-6
c1cn(CC2(Cn3ccnc3)COC2)cn1	9	11	-9	1	-2	4	3	2	1
O=C(CNC(=O)c1ccco1)OCc1c(F)cccc1Cl	10	4	1	0	7	-3	-1	6	-3
COc1cccc(C(=O)Nc2ccc(S(=O)(=O)N3CCCCC3)cc2)c1OC	11	7	-12	0	7	2	1	-8	2
Cc1cccc(C(=O)NCC(=O)N2CC(=O)Nc3ccccc32)c1	3	5	9	5	-3	3	-1	1	-7
Nc1nonc1-n1nnc(C(=O)N/N=C/c2ccc3c(c2)OCO3)c1-c1ccccc1	6	2	-14	7	-2	0	-3	3	-1
NCCc1nnc(SCC(=O)Nc2ccc(Br)cc2)o1	-12	10	2	5	8	13	-2	8	-4
O=c1ccc(-c2nc3ccccc3n2Cc2ccc(Cl)cc2)c[nH]1	-9	-1	-7	5	-6	2	-3	2	-1
CCOc1[nH]n(-c2ccccc2)c(=O)c1C=NCC(=O)OC	-1	1	-18	4	-12	-2	-6	-4	-5
COc1ccc(NC(=O)c2cc3c(Cl)nc4ccccc4c3s2)cc1OC	38	8	-6	-1	-4	27*	-10	0	4
COc1ccc(OC)c2[nH]c(=O)c(CCNS(=O)(=O)c3ccc(F)cc3)cc12	1	-2	-2	-2	0	8	3	-11	0

The last six entries of the part before open the next one:
SMILES	PREPL inhibitor	PAFAH1B3 inh	ZTA counter	PAFAH1B2 inh	EBNA-1 inhibitor	pPAFAH FP inh	LYPLA1 inh	PAFAH2 inh	LYPLA2 inh
Nc1nonc1-n1nnc(C(=O)N/N=C/c2ccc3c(c2)OCO3)c1-c1ccccc1	6	2	-14	7	-2	0	-3	3	-1
NCCc1nnc(SCC(=O)Nc2ccc(Br)cc2)o1	-12	10	2	5	8	13	-2	8	-4
O=c1ccc(-c2nc3ccccc3n2Cc2ccc(Cl)cc2)c[nH]1	-9	-1	-7	5	-6	2	-3	2	-1
CCOc1[nH]n(-c2ccccc2)c(=O)c1C=NCC(=O)OC	-1	1	-18	4	-12	-2	-6	-4	-5
COc1ccc(NC(=O)c2cc3c(Cl)nc4ccccc4c3s2)cc1OC	38	8	-6	-1	-4	27*	-10	0	4
COc1ccc(OC)c2[nH]c(=O)c(CCNS(=O)(=O)c3ccc(F)cc3)cc12	1	-2	-2	-2	0	8	3	-11	0
CSCCC(NC(=O)c1ccco1)C(=O)N1CCN(c2ccccc2O)CC1 (configuration not stated)	14	5	6	-1	x	-5	-4	6	-4
C(=C\c1nc(-c2ccccc2)no1)/c1ccccc1	-6	6	12	2	4	7	-4	-3	7
COc1ccc(N2CC(O)=C(c3n(C)c4ccccc4[n+]3C)C2=N)cc1	-4	4	-17	4	3	6	-1	4	-3
CCOC(=O)c1c(NC(=O)C(=O)N/N=C/c2ccc(O)c(OC)c2)sc2c1CCCCC2	43	-3	-12	-7	6	24	-11	-2	-15
O=C1CC(=O)Nc2cc(S(=O)(=O)Nc3ccc(Cl)c(C(F)(F)F)c3)ccc2N1	6	6	3	16	-8	3	2	-3	-5
Cc1ccc(C(=O)NNC(=O)CSc2nnc3ccccn23)cc1	-2	7	x	2	x	-2	x	0	x
C[N+]1(CCN2C(=O)C3CC=C(Cl)CC3C2=O)CCOCC1 (configuration not stated)	20	5	-8	6	9	-2	-3	1	-3
Cc1nn(Cc2ccccc2)c(C)c1C(=O)N1CCN(CC(=O)Nc2ccccc2Cl)CC1	7	-1	8	-2	x	0	-2	2	5
Cc1cc(C)c(NC(=S)N(CCc2ccncc2)C(C)C)c(C)c1	-8	0	-14	0	-8	4	-1	-9	6
O=C(c1cc2ccccc2c(=O)o1)N1CCCCCC1	6	1	-5	7	-9	-2	1	-1	-3
CC(C)(C)NC(=O)C1CCN(S(=O)(=O)c2ccc(Br)cc2)CC1	20	10	-16	29*	2	1	3	-2	10
Cc1ccccc1Cn1c(CN2CCc3ccccc3C2)nc2c1c(=O)n(C)c(=O)n2C	24	0	-21	1	5	3	0	5	3
COc1ccc(NC(=O)CC(C)C)c(OC)c1	4	9	8	1	-2	2	0	-1	7
CCOC(=O)C1=C(C)Nc2nc(C)nn2C1c1ccc(OCC)c(OC)c1 (configuration not stated)	0	1	8	-1	5	0	4	-13	-3
CC(O)C(C(=O)OCc1ccc([N+](=O)[O-])cc1)N1C(=O)c2ccccc2C1=O (configuration not stated)	-1	4	4	-1	-10	-1	2	-9	-2
CCCCOc1ccccc1C1C(C(=O)OC)=C(C)N(C)C(C)=C1C(=O)OC	9	10	8	7	-12	5	0	-3	4
COCCOC(=O)C1=C(C)N=C2SCCC(=O)N2C1c1cccc(Br)c1 (configuration not stated)	9	6	-2	1	-3	1	-3	-4	5
CCCCCOP(=O)(OCCCCC)C1(NS(=O)(=O)c2ccccc2)C=CC(=O)c2ccccc21 (configuration not stated)	-12	3	14	2	-4	10	-4	-1	-4
CCc1ccccc1NC(=O)CN1CCN(C(=O)C2CCN(C(=O)/C=C/c3ccccc3)CC2)CC1	7	3	4	0	x	-5	0	0	-1
C=CCC[C@H](Cc1ccc(F)cc1)C(=O)OC[C@@H](C)NC(=O)[C@@H](CC=C)CC(=O)N[C@@H](CO)Cc1ccccc1	9	15	x	7	x	-9	x	9	x
COc1ccc(S(=O)(=O)NCC(c2cccnc2)N2CCN(C)CC2)cc1C (configuration not stated)	3	12	4	4	7	2	-5	2	-5
O=C(Nc1ccc(-c2nc3cccnc3s2)cc1)C1CCCO1 (configuration not stated)	0	1	1	2	-1	-2	2	2	9
Cc1ccccc1OCCn1cnc2c(N)ncnc21	-5	3	-1	0	5	6	3	-1	-1
COc1cc(CN(CC2CCCO2)C(=O)c2cccs2)cc(OC)c1OC (configuration not stated)	11	7	-1	2	-2	4	-2	2	4
Cc1ccc2nc(SCC(=O)N3CCCC3)[nH]c2c1	8	4	-4	0	8	0	1	10	8
(more compounds)
SMILES	PREPL inhibitor	PAFAH1B3 inh	ZTA counter	PAFAH1B2 inh	EBNA-1 inhibitor	pPAFAH FP inh	LYPLA1 inh	PAFAH2 inh	LYPLA2 inh
CCOc1ccc(S(=O)(=O)N2CCN(S(=O)(=O)c3ccc(OCC)cc3)C(C)C2)cc1 (configuration not stated)	-8	1	-10	-1	-17	3	-1	-3	5
O=C(Cn1ncc(Cl)c(Cl)c1=O)c1ccc(Cl)cc1	12	1	9	1	-10	0	-2	-2	11
CCOP(=O)(OCC)c1nc(-c2ccc(Cl)cc2)oc1NCc1ccccc1	11	5	3	5	0	9	3	-1	3
COc1ccccc1OCCCCCCN1CCN(C)CC1	-5	2	11	6	2	6	1	1	-3
O=C(NCCc1ccccc1)c1ccc(-n2cnnn2)cc1	18	0	-4	2	-14	0	2	10	4
CCOc1ccc(NC(=O)C2C3CC/C=C\CCC32)cc1 (configuration not stated)	10	-2	-13	0	1	-1	-2	-1	6
Cc1ccc(S(=O)(=O)N(C)CC(=O)NNC(=O)CCS(=O)(=O)c2ccccc2)cc1	4	9	x	1	x	0	x	3	x
CNC(=O)c1ccc(C)c(NC(=O)C2=C(C)OCCS2)c1	4	1	-2	-1	-6	2	1	-3	-2
Cc1cc(N2CCOCC2)n2ncc(-c3ccccc3)c2n1	7	-5	5	-1	7	2	2	-5	3
COC(=O)c1cccc(Nc2nc(-c3cccnc3)nc3ccccc23)c1	-1	0	-1	3	-3	-16	-9	-12	-16
COc1ccc2cc(C(c3nnnn3C3CCCC3)N3CCOCC3)c3nnnn3c2c1 (configuration not stated)	10	11	4	4	-5	4	-2	-4	-5
Cc1ccc(OCCC(=O)OC(C)C(=O)Nc2ccc(Cl)cn2)cc1 (configuration not stated)	-2	-2	3	0	8	3	2	-1	-6
CCOC(=O)c1cn(Cc2ccccc2)c(C(=O)OC(C)(C)C)c1O	-5	8	-3	8	-3	11	-1	-3	6
O=C(Cc1cn2ccsc2n1)Nc1cccc2cnccc12	-1	5	19	-2	-3	-2	3	-1	4
O=C(Nc1ccccc1N1CCN(c2ccccc2)CC1)C12CC3CC(CC(C3)C1)C2	0	14	-13	1	0	-5	2	-2	4
CCc1ccc(NC(=O)N(CCCOC(C)C)C2CCN(C(C)=O)CC2)cc1	-2	4	-6	-1	4	4	1	7	3
CC(C)OCCCNC(=O)CN1C(=O)CSc2ccc(S(=O)(=O)N3CCCCC3)cc21	4	3	1	2	-5	-7	-4	5	-10
COc1ccccc1OCC(O)Cn1c(Br)nc2c1c(=O)[nH]c(=O)n2C (configuration not stated)	6	4	-13	2	-2	2	-3	1	1
Cc1ccc(C)c(S(=O)(=O)N2CCCC2CNC(=O)C(=O)NCc2cccs2)c1 (configuration not stated)	5	3	2	5	0	7	1	2	0
CCN1CCC2(CCN(Cc3cn[nH]c3-c3ccc(OC)c(F)c3)C2)C1 (configuration not stated)	16	1	-7	-1	-1	4	-1	5	2
CC(Oc1ccc(-c2ccccc2)c(F)c1)c1ccn(S(=O)(=O)c2ccc(Br)cc2)n1 (configuration not stated)	-13	3	1	-7	-4	1	2	1	-3
O=C(NCCCN1CCCC1=O)C1CCN(S(=O)(=O)c2cc(C(F)(F)F)ccc2Cl)CC1	2	5	-6	4	x	-2	-1	2	2
COc1ccc(NC(=S)N2CCC(NC(=O)C3CCCCC3)CC2)cc1	2	3	9	11	-6	4	-1	1	-1
CC(C)CC(C(=O)O)N(Cc1ccccc1)Cc1ccccc1 (configuration not stated)	5	2	0	11	-1	6	1	5	4
O=c1c2cc(N3CCOCC3)ccc2[nH]c(=S)n1CC1CCCO1 (configuration not stated)	3	9	-6	1	-1	3	-2	3	7
O=C(O)C1CC(c2ccccc2)=NO1 (configuration not stated)	7	5	-2	3	-1	8	-3	-2	4
